From PubChem BioAssay
APEX1 inh: qHTS Assay for Inhibitors of the Human Apurinic/apyrimidinic Endonuclease 1 (APE1); 350,000 tested, 0.35% active; Potency, µM (highest dose often 65.8 µM), inactives show at the top dose activity change, negative = inhibition, actives largely listed as inhibitors; AID 2517, 2012; recombinant APE1, TAMRA/BHQ-2 abasic DNA cleavage fluorescence; DNA repair nuclease/redox regulator APEX1 (Homo sapiens), P27695;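 note: plate controls were vehicle for no effect and reference inhibitor for full effect; nearly all actives have a fitted effect of over 55% in size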
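Kinetic fluorescence read (525 ex/598 em nm, three reads 60 s apart) of AP-site incision; signal = third minus first read. Enzyme 0.75 nM, dual-labelled THF duplex 50 nM, compound preincubation 15 min RT.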
BLM helicase inh: qHTS Assay for Inhibitors of Bloom's syndrome helicase (BLM); 350,000 tested, 0.2% active; Potency, µM (series often up to 56.1 µM), inactives show top-dose activity change, negative = inhibition, hits mostly inhibitors; recombinant BLM DNA unwinding, fluorescence dequenching;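 note: plate controls were vehicle for no effect and no enzyme for full effect; nearly all actives have a fitted effect of over 35% in size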
Target sequence (P54132 whole entry, looked up): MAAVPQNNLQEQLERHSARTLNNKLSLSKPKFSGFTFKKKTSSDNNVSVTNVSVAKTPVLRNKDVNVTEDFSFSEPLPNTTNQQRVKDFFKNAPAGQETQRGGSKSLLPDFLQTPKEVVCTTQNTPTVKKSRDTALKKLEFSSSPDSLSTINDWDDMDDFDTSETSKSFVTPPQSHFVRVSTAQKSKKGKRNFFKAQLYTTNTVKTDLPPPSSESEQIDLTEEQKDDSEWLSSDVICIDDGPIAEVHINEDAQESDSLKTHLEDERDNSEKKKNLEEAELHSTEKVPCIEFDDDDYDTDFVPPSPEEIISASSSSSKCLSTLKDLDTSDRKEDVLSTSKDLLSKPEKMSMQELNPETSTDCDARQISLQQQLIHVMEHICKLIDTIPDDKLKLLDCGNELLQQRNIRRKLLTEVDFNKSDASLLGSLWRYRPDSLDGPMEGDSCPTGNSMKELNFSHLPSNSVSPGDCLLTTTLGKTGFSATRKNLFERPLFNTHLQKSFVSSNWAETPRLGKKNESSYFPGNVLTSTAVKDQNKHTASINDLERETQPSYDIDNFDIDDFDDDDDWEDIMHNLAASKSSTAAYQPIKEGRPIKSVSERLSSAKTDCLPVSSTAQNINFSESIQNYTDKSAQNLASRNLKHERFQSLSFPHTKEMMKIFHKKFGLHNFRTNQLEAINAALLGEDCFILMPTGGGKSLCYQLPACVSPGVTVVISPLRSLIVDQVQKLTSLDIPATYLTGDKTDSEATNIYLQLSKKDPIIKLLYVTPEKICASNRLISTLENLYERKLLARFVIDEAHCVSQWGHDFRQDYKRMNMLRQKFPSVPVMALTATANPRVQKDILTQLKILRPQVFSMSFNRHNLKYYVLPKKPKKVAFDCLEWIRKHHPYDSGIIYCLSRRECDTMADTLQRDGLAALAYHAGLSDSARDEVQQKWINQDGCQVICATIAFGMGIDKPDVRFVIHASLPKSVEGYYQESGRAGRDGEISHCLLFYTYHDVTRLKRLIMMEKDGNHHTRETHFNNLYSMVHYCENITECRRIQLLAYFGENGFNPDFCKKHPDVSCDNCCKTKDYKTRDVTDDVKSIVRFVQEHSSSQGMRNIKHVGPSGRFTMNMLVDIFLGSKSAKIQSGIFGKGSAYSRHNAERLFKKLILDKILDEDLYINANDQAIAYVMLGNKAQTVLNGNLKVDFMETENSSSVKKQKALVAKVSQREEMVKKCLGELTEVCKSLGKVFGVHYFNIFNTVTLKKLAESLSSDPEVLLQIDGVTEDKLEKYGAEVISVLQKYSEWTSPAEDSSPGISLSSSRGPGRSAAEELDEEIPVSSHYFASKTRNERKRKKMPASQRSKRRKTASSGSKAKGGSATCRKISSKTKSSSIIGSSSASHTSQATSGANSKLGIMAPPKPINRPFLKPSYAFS
Pol kappa inh: qHTS for Inhibitors of Polymerase Kappa | purified Pol kappa, fluorescent DNA synthesis assay, 10 min | Potency, µM (series often up to 107 µM), inactives show top-dose activity, negative = inhibition, usual class: inhibitors | 400,000 tested, 0.53% active | AID 588579, 2011; note: % is set by controls: 0 for no effect and ±100 for the full control effect
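Readout: fluorescence, taken kinetically at 0 and 10 min. Conditions: 10 nM Pol kappa, 15 min RT compound preincubation, 50 nM substrate final. Controls: enzyme-free buffer wells.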
POLI inh: qHTS for Inhibitors of Polymerase Iota; DNA polymerase iota (Homo sapiens), Q9UNA4; Pol iota fluorescent replication assay, 10 min; Potency, µM (titrated, usually from 115 µM), for the others: top-dose activity, negative = inhibition, usual class: inhibitors; 390,000 tested, 1% active; AID 588590, 2011
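Fluorescent replication assay read twice, at 0 min and 10 min after adding 50 nM (final) substrate. Enzyme (10 nM) and compounds were first incubated 15 min at room temperature; enzyme-free buffer wells were negative controls.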
BAZ2B inh: qHTS Assay for Inhibitors of BAZ2B; Bromodomain adjacent to zinc finger domain protein 2B (Homo sapiens), Q9UIF8; AlphaScreen BAZ2B-H3K14Ac peptide displacement; Potency, µM (titrated, usually from 114 µM), for the others: top-dose activity change, negative = inhibition, hits mostly inhibitors; 360,000 tested, 4.4% active; AID 504333, 2011; note: % is set by controls: 0 for no effect and ±100 for the full control effect; nearly all actives have a fitted effect of over 60% in size
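Protein-peptide AlphaScreen: BAZ2B 50 nM, b-H3K14Ac 50 nM, 1x PBS pH 7.4 + 0.01% Tween-20. Preincubation 30 min RT; cpd 30 min RT (top 110 uM); beads 20 min RT, light-protected.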
Pol beta inh: qHTS Assay for Inhibitors of DNA Polymerase Beta; 340,000 tested, 1.3% active; Potency, µM (highest dose often 114 µM), for the others: at the highest dose activity change, negative = inhibition, hits mostly inhibitors; Pol beta primer extension/strand displacement, fluorescence kinetic; P06746; note: % is set by controls: 0 for no effect and ±100 for the full control effect
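Enzyme-only controls used 10 nM Pol beta; buffer lacking enzyme served as negative control. Compound preincubated 15 min, then 50 nM substrate added; 0 and 10 min reads at room temperature.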
G9a inh: qHTS Assay for Inhibitors of Histone Lysine Methyltransferase G9a; 350,000 tested, 8.8% active; Potency, µM (top dose mostly 102 µM), without a hit: at the top dose activity, negative = inhibition, actives largely listed as inhibitors; G9a H3K9 monomethylation, AlphaScreen, 2 h; Histone-lysine N-methyltransferase EHMT2 (Homo sapiens), Q96KQ7; note: % is set by controls: 0 for no effect and ±100 for the full control effect; nearly all actives have a fitted effect of over 75% in size
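Signal arises when biotinylated H3K9 peptide, once monomethylated, bridges streptavidin donor and antibody-captured acceptor beads. Enzyme at 20 nM was preincubated 15 min with test compounds; peptide 500 nM and SAM 20 uM then reacted for 2 h.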
POLH inh: qHTS for Inhibitors of Polymerase Eta; recombinant Pol eta, fluorescent DNA replication assay; Potency, µM (titrated, usually from 114 µM), inactives show at the highest dose activity change, negative = inhibition, usual class: inhibitors; 390,000 tested, 1.2% active; DNA polymerase eta (Homo sapiens), Q9Y253; note: % is set by controls: 0 for no effect and ±100 for the full control effect
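Pol eta (10 nM) was preincubated with compounds for 15 min at room temperature, after which fluorescent replication substrate (50 nM final) was added to start the reaction. Fluorescence was read kinetically at 0 and 10 min.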
JMJD2A Tudor: qHTS Assay for Inhibitors of JMJD2A-Tudor Domain. Potency, µM (highest dose often 114 µM), for inactives: at the highest dose activity change, negative = inhibition, most hits filed as inhibitors. AlphaScreen JMJD2A-Tudor / H3K4me3 peptide binding. 390,000 tested, 4.4% active. AID 504339, 2011; note: % is set by controls: 0 for no effect and ±100 for the full control effect; nearly all actives have a fitted effect of over 50% in size
* hit, by the source's call; ? = inconclusive; nt = no result given; & = joins results of further samples; [ ] = remark or other dose. Calls come from the whole dose curve; as a rule, active = well fitted curve in the direction sought with a large enough effect; inconclusive = small, poorly fitted or top-dose-only effect, or another doubt; inactive = no such curve, though single readings can be large; an effect the other way counts as inactive or inconclusive. Potency is the fitted concentration of half-maximal effect. Some of the compounds tested; the hit share may differ from the screen's.

SMILES | APEX1 inh | BLM helicase inh | Pol kappa inh | POLI inh | BAZ2B inh | Pol beta inh | G9a inh | POLH inh | JMJD2A Tudor
CCN=C1SC(CC(=O)NC(C)c2ccccc2)C(=O)N1CC (stereo not given) | 12% | -1% | -15% | 32%[activator] | 0% | 3% | nt | -15% | -16%
CCn1c(=O)cc(OCC(=O)O)c2ccccc21 | -2% | 3% | -11% | 11% | 2% | 13% | -2% | -9% | -10%
Cc1ccc(C(=O)NCC(=O)NCC(=O)OCc2ccc(Cl)cc2)cc1 | 2% | -2% | -20% | 9% | -21% | 1% | 18%[59 µM] | -7% | -5%
O=C(O)CCCCCN1C(=O)C(O)=C(C(=O)/C=C/c2ccccc2)C1c1ccccc1[N+](=O)[O-] (stereo not given) | -2% | -11% | -6% | 32%[activator] | -17% | -29% | -6%[0.501 µM] | -4% | ?
COc1ccc(C2c3ccc(O)cc3Oc3ncn(CCCO)c(=N)c32)cc1OC (stereo not given) | -3% | 4% | -8% | -8% | -4% | 2% | -2% | 18% | 2%[11.4 µM]
COc1ccc(-n2nc3c(N4CCC(C(=O)N5CCCCCC5)CC4)nnc(C)c3c2C)cc1 | 64%[activator] | 0% | 4% | -14% | -22% | 0% | 1%[59 µM] | 1% | -10%
Cn1nc(C(=O)Nc2cccc(C(F)(F)F)c2)c2ccccc2c1=O | 10% | -8% | -13% | 20% | -1% | 33% | -3%[59 µM] | ? | -3%
O=S(=O)(NCc1cc(-c2ccccc2)no1)c1ccccc1Cl | -4% | -1% | -16% | 53%[activator] | -15% | 1% | 4% | -3% | -13%
COc1ccc(CN2CCNC(=O)C2CC(=O)N(C)CC2CCOCC2)c(F)c1 (stereo not given) | 1% | 3% | -3% | 26% | -1% | 9% | nt | -23% | -8%
O=C(CSc1nc(-c2ccco2)cc(C(F)(F)F)n1)NC1CCCCCCC1 | nt | nt | -1% | 1% | nt | nt | nt | 0% | -4%
Cc1c(Cl)cccc1NC(=O)CNC(=O)Cc1c[nH]c2ccccc12 | 4% | nt | 3% | 4% | -3% | nt | 16%[12.7 µM] | -24% | -6%
Cc1cc(C(=O)OCC(=O)NCc2ccc(Cl)cc2)c(C)o1 | -7% | -12% | -7% | 17% | -2% | 1% | 29% | -4% | -16%
NC(=O)C(c1ccccc1)C1CCCCC1 (stereo not given) | 1% | -2% | 5% | 4% | 5% | 20% | 12%[2.33 µM] | -6% | -3%
CC[N+](CC)(CC)CC(=O)Nc1ccc(SC(F)F)cc1 | 4% | 0% | -4% | 74%[activator] | -22% | 2% | ? | 0% | -6%
O=C(O)CSc1nnc(C2COc3ccccc3O2)n1-c1ccccc1 (stereo not given) | 3% | 2% | -12% | 13% | -2% | 21% | -4%[59 µM] | 2% | -17%
CCN(CC)CCNC(=O)CN1C(=O)CSc2ccc(S(=O)(=O)N3CCOCC3)cc21 | nt | 0% | -11%[60.1 µM] | 6% | 0% | 3% | 6%[59 µM] | 2%&-7% | -24%
Cc1cccc(OCCNc2cc(N3CCN(CCO)CC3)ccc2[N+](=O)[O-])c1 | 11% | -13% | -4% | -23% | ? | 6%[57.1 µM] | 45µM* | -14% | ?
O=C(CSc1nc(-c2ccccc2)c(-c2ccccc2)o1)NC1CCS(=O)(=O)C1 (stereo not given) | -9% | -4% | -5% | 66%[activator] | -19% | -1% | ? | -11% | -29%
CCCCC(=O)Nc1sc(C(=O)N(CC)CC)c(C)c1C(=O)OC | 2% | -3% | 6% | 3% | -18% | -22% | 2.2µM* | -11% | 71µM*
COc1cccc(CNC(=O)c2ccc(C(=O)NCc3cccc(OC)c3)cc2)c1 | 31% | -4% | -11% | 19% | 3% | 2% | 52%[activator] | -23% | -15%
OCCN(Cc1ccccc1)C(=S)Nc1ccc(Cl)cc1Cl | 15% | -14% | -4% | 56%[activator] | 13% | -18% | 9% | -21% | ?
C=CCOc1ccc(/C(O)=C2/C(=O)C(=O)N(CCCN3CCOCC3)C2c2ccccc2)cc1 (stereo not given) | nt | nt | -11% | ? | nt | nt | nt | 9% | ?
O=C(Cc1ccccc1[N+](=O)[O-])NCc1ccncc1 | 3% | -7% | -8% | 61%[activator] | 2% | -3% | 0% | -10% | -7%
CC(C)c1nc(CNC(=O)C2CCC(=O)N(CCc3cccc(F)c3)C2)cs1 (stereo not given) | 6% | 3% | -12% | 12% | 1% | -2% | ? | -19% | -1%
O=C(Cn1nc(C(=O)O)c2ccccc2c1=O)Nc1cccc(Br)c1 | 53%[activator] | -9% | 3% | -13% | 0% | -26% | 15% | -23% | 0%

Next part
SMILES | APEX1 inh | BLM helicase inh | Pol kappa inh | POLI inh | BAZ2B inh | Pol beta inh | G9a inh | POLH inh | JMJD2A Tudor
CCC(C)NC(=O)CNC(=S)N(Cc1ccccc1)Cc1cccnc1 (stereo not given) | 4% | 3% | -2% | 27% | 0% | 9% | -12%[59 µM] | -17% | -9%
O=S(=O)(Cc1ccccc1Cl)N1CCCCC1 | 9% | 0% | 3% | -7% | -1% | 15% | ? | -4% | 16%
COc1ccc(C2CC(=O)C(C=NCCN3CCNCC3)=C(O)C2)cc1OC (stereo not given) | -8% | 2% | nt | nt | nt | 15% | 17%[59 µM] | nt | nt
CCCP(=O)(CC(=O)N(CC)CC)c1ccccc1 (stereo not given) | -10% | 0% | -6% | 1% | -1% | -2% | 1%[59 µM] | 1% | -1%
Cc1nnsc1C(=O)N/N=C/c1ccc(OC(F)(F)F)cc1 | 6% | -3% | -10% | 71%[activator] | -2% | 4% | 3% | -5% | -19%
Cc1ccc(-c2csc(NC(=O)Cn3cnc4c3c(=O)n(C)c(=O)n4C)n2)cc1C | -1% | -2% | -5% | 6% | 0% | 28% | 8%[12.7 µM] | 8% | -13%
CC1CCCN(S(=O)(=O)c2ccc(NC(=O)CNC3CCCC3)cc2)C1 (stereo not given) | 16% | -2% | -3% | 9% | -3% | -1% | 40µM* | 4% | -10%
COc1cccc(NC(=O)c2cc(C(=O)Nc3cccc(OC)c3)n(C)n2)c1 | -4% | -14% | -8% | 1% | 6% | -10% | -11%[12.7 µM] | 2% | -4%
Cc1ccc(-c2c(C)sc3nc[nH]c(=O)c23)cc1C | 51%[activator] | -5% | -8% | 142%[activator] | -25% | 4% | 8% | -16% | -27%
COc1ccc(-c2csc(-c3ccccc3)n2)c(OC)c1 | -6% | -10% | -13% | -29% | 77%[activator] | 43% | 38%[activator] | -12% | 51%[activator]
Cc1ccc(S(=O)(=O)Nc2ccc(-c3cn4ccc(C)cc4n3)cc2)cc1 | -1% | -2% | -5% | -22% | -10% | 12%[57.1 µM] | 45µM* | -3% | ?
COCCn1c(SCc2nc3ccccc3c(=O)[nH]2)nc2ccccc2c1=O | 3% | -3% | -10% | 140%[activator] | 1% | ? | 5% | -5% | -15%
CC(CN1CCOCC1)OC(=O)c1ccccc1Cl (stereo not given) | -12% | 1% | -14% | 86%[activator] | 11% | -28% | ? | 3% | -3%
CSc1ccccc1C(=O)NCc1ccccc1C | 2% | -5% | -5% | 30% | 1% | 1% | ? | 2% | -2%
Cc1ccccc1NC(=O)CSc1nc(-c2ccccc2C)nc2cc(=O)[nH]n12 | nt | 0% | -5% | -12% | -18% | ? | 23%[59 µM] | -8% | -16%
O=c1[nH]c(C2CCN(S(=O)(=O)c3ccc4c(c3)OCCO4)CC2)nc2c1nnn2Cc1ccccc1 | 7% | -8% | -19% | 18% | -14% | 0% | -6% | -2% | -23%
O=C(Nc1cccnc1Cl)c1cccs1 | 7%[12.4 µM] | 2% | 0% | 2% | 5% | -14% | -11%[59 µM] | -21% | -8%
CC(=O)Nc1ccc(C2NC(=O)CCC2[N+](=O)[O-])cc1 (stereo not given) | 29% | -5% | -1% | 69%[activator] | 0% | -22% | 11% | -17% | -2%
Cc1nn(-c2ccccc2)c2sc(C(=O)N(Cc3ccco3)C(C)C(=O)NC(C)(C)C)cc12 (stereo not given) | 3% | -3% | 0% | 17% | 0% | 4% | -47%[59 µM] | -3% | -12%
O=C(NCCC1=CCCCC1)C1CCCN(c2nc3ccccc3o2)C1 (stereo not given) | 14% | -8% | -5% | 27% | -11% | 54% | -26%[0.501 µM] | -17% | -13%
Cc1noc(C)c1COc1ccc(C(=O)NNC(=O)c2ccccc2)cc1 | 9% | nt | -7% | 29% | 13% | nt | 14%[0.501 µM] | -6% | -13%
Cc1ccc(NS(=O)(=O)c2ccc(C(=O)N3CC(C)CC(C)C3)cc2)cc1 (stereo not given) | -12% | nt | -6% | 22% | 3% | nt | -26% | ? | -18%
Cc1ccc(-c2nn(-c3ccccc3)cc2/C=C(\C#N)C(=O)NCc2ccccc2)cc1 | 18% | 3% | 5% | -3% | 3% | 15% | -6%[59 µM] | -15% | 0%
CC(Sc1ccccn1)C(=O)Nc1ccc2c(c1)OCCO2 (stereo not given) | -11% | nt | 5% | 14% | 14% | nt | ? | -8% | -7%

With a hit mark in G9a inh (from the list above):
SMILES | APEX1 inh | BLM helicase inh | Pol kappa inh | POLI inh | BAZ2B inh | Pol beta inh | G9a inh | POLH inh | JMJD2A Tudor
Cc1cccc(OCCNc2cc(N3CCN(CCO)CC3)ccc2[N+](=O)[O-])c1 | 11% | -13% | -4% | -23% | ? | 6%[57.1 µM] | 45µM* | -14% | ?
CCCCC(=O)Nc1sc(C(=O)N(CC)CC)c(C)c1C(=O)OC | 2% | -3% | 6% | 3% | -18% | -22% | 2.2µM* | -11% | 71µM*
CC1CCCN(S(=O)(=O)c2ccc(NC(=O)CNC3CCCC3)cc2)C1 (stereo not given) | 16% | -2% | -3% | 9% | -3% | -1% | 40µM* | 4% | -10%
Cc1ccc(S(=O)(=O)Nc2ccc(-c3cn4ccc(C)cc4n3)cc2)cc1 | -1% | -2% | -5% | -22% | -10% | 12%[57.1 µM] | 45µM* | -3% | ?
